TbREL1 primary – TbREL1 inhibition, primary screen; TbREL1 RNA ligation, FRET fluorescence; inhibition, % at 9.66 µM; 89,000 compounds, 0.49% hits;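 active = inhibition above the mean inhibition across all screened compounds plus 3 SD, cut at about 11% in these data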;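 note: 0% = plate median of test wells and 100% = NSC42067 control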
Target sequence (P86926 whole entry, looked up): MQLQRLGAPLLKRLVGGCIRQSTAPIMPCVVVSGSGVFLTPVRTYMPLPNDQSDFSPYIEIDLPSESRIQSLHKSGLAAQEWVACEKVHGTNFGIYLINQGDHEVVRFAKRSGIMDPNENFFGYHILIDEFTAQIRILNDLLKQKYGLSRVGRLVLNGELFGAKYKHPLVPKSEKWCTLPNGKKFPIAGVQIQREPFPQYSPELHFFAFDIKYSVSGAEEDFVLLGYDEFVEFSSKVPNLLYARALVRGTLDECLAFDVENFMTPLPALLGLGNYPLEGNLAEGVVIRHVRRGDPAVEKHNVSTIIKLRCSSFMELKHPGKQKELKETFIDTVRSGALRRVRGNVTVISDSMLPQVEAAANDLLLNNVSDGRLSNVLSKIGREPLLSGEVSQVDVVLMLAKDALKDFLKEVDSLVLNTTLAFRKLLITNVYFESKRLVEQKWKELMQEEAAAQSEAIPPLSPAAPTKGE
* hit, by the source's call. A portion of the library. The share of hits here may be higher or lower than overall.

TbREL1 primary,mol
-2.8,COc1cc2c(cc1NC(=O)CSc1nc3cc(Cl)ccc3s1)oc1ccccc12
0.3,Nc1c(C(=O)N/N=C/c2ccccc2Cl)oc2nc(-c3ccccc3)cc(-c3ccco3)c12
4.5,Cc1ccc(-c2noc(-c3ccccc3C(=O)N3CCCC3)n2)cc1
10.9,Cc1ccc(OCC(=O)N/N=C/c2cccc3cccnc23)cc1
0.1,COc1ccc(-c2cc(-c3ccc(C)cc3)nc(SCc3nnc(-c4ccccc4)o3)c2C#N)cc1OC
-1.0,Cc1c(C(=O)NCc2ccco2)sc(=O)n1Cc1ccc(S(C)(=O)=O)cc1
3.1,COC(=O)c1ccccc1N(C)S(=O)(=O)c1cc2c3c(c1)CCC(=O)N3CCC2
1.5,COC(=O)c1ccc(/C=N/N2CCN(Cc3ccccc3Cl)CC2)cc1
3.0,O=C(Nc1ccc(Br)cc1)C1CCCN1S(=O)(=O)c1cccs1 (stereo not drawn)
-0.4,COC(=O)c1ccccc1NC(=O)CSc1nnc(C(C)NC(=O)c2ccc(Cl)cc2Cl)n1C (stereo not drawn)
3.4,Cc1occc1C(=O)NNC(=S)NC(=O)COc1ccc(Cl)cc1Cl
0.7,CCn1ccnc1CN1CCc2c([nH]c3ccccc23)C1C(C)(C)C (stereo not drawn)
-7.8,CCSc1nnc([C@@H]2CCCN2C(=O)OC(C)(C)C)o1
-1.5,Fc1cccc(Cl)c1-c1nnc2ccc(N3CCOCC3)nn12
4.9,Cc1ccc(Nc2nnc(SC(C)C(=O)NC3CC3)s2)cc1 (stereo not drawn)
-2.8,CCOC(=O)Cn1c(=O)oc2cc(S(=O)(=O)Nc3ccc(N(CC)CC)cc3C)ccc21
-1.0,CCN1CCN(CCNC(=O)c2ccc(/C=C3\Sc4ccccc4N(Cc4ccccc4F)C3=O)cc2)CC1
-1.6,CSc1ccccc1OCc1cc(C(=O)N(C)Cc2cc(C)[nH]n2)no1
2.6,Cc1ccc(C)c(S(=O)(=O)N2CCN(C(=O)c3ccc4ccccc4n3)CC2)c1
2.1,Cc1ccc(C(=O)Nc2cccc(S(=O)(=O)N3CCCCC3)c2)cc1S(=O)(=O)N1CCOCC1

Next compounds
TbREL1 primary,mol
-0.8,O=C(NCc1ccco1)c1ccc2c(c1)C(=O)N(C1CCCCC1)C2=O
3.2,Cc1nc(SCC(=O)c2cccc([N+](=O)[O-])c2)n[nH]1
-1.2,O=C(NCC1CCCO1)c1ccc(CSCc2cccc(F)c2)o1 (stereo not drawn)
-1.5,COc1ccc(C(=O)NCCSc2ccc(C)cc2)cc1
-0.6,CC(C)CNC(=S)NNC(=O)c1csc2c1CCC(C)C2 (stereo not drawn)
-0.2,CC(C)CC(NC(=O)c1ccco1)C(=O)Nc1ccc2c(c1)OCCO2 (stereo not drawn)
-1.4,COC(=O)[C@]1(S(=O)(=O)c2ccccc2)C[C@@H]2ON=C(c3ccc(OC)cc3)[C@@H]2C1
0.1,Cc1cc(-c2ccc(Br)cc2)n[nH]1
1.3,CC(C)(C)C(=O)Nc1nnc(CSCc2ccccc2F)s1
-0.2,COc1cccc(/C=N/NC(=O)CCCc2ccc(OC)c(C)c2)c1
0.5,COc1cccc(CN2CCNC(=O)C2CC(=O)NCCCn2ccnc2)c1 (stereo not drawn)
-1.3,O=C(NC1CCCCC1)N(Cc1ccc(F)cc1)Cc1nc2ccccc2c(=O)[nH]1
1.9,CCOC(=O)N/N=C/c1cn(CCCOc2ccc(C)cc2)c2ccccc12
-4.8,COc1cccc(N(C(=O)c2snc(C(N)=O)c2N)C(C(=O)NCC2CCCO2)c2ccc(F)cc2)c1 (stereo not drawn)
-1.3,CCN(CC)CCCNC(=O)CCC(=O)Nc1ccc2nc(N3CCCCC3)cc(C)c2c1
-1.9,COc1ccc(NC(=O)N2CCC(n3cnc4ccccc43)CC2)cc1
1.0,CCOC(=O)Cn1c2c(c(=N)c3c1CCC3)CCC2
-1.0,CCN(CC(=O)Nc1ccc(OC)cc1)C(=O)CSCC(=O)Nc1ccc(C)cc1
0.4,O=C(NC1CC2CCCC(C1)N2C(=O)Nc1ccccc1F)C1CC1 (stereo not drawn)
-1.6,CCC1C(C#N)=C(SCC(N)=O)NC2=C1C(=O)CC(C)(C)C2 (stereo not drawn)

Further records.
TbREL1 primary,mol
3.1,COc1cc(OC)c(S(=O)(=O)Nc2ccccc2NC(=O)CN2CCOCC2)cc1NC(C)=O
-0.4,CCC(C)Nc1c([N+](=O)[O-])cc(C)cc1[N+](=O)[O-] (stereo not drawn)
1.1,CN1CCN(C(=O)c2cc(C(C)(C)C)cc(C(C)(C)C)c2)CC1
-4.8,Cc1cc(-n2c(C)cc(C(=O)COc3cc(F)ccc3[N+](=O)[O-])c2C)no1
-0.5,COc1ccc(C(CNC(=O)c2ccc(S(=O)(=O)Nc3ccc(F)cc3)cc2)N(C)C)cc1 (stereo not drawn)
-0.5,Cc1ccc2nc(NC(=O)c3ccc(Cl)s3)sc2c1
-4.2,COc1cccc(CN(C)C(=O)Cc2c[nH]c3ccccc23)c1OC
-0.4,COc1ccc(S(=O)(=O)NCC(c2ccc(C)cc2)N2CCN(C)CC2)cc1OC (stereo not drawn)
5.4,Cc1ccc(N2CC(C(=O)Nc3ccc4c(c3)OCO4)CC2=O)cc1 (stereo not drawn)
3.4,CCC1=C2CC[C@H]3C(=O)N(CC)C(=O)[C@H]3[C@H]2[C@@]2(Cc3ccccc3)C(=NCCOC)OC(=O)N2C1=O
3.6,O=C(OCc1cn([C@H]2C[C@H](c3ccc(Cl)cc3)N(C(=O)c3cccs3)C[C@@H]2O)nn1)c1ccccc1
0.0,COc1ccc(-c2nnc(SCC(=O)Nc3cc(F)ccc3C)o2)cc1
-1.0,COc1ccccc1-n1c(C)nnc1SCC(=O)Nc1cc(C)cc(C)c1
2.1,CCOC(=O)Cn1cnc([N+](=O)[O-])n1
0.4,Cc1cccc(OCC(=O)N/N=C\C=C\c2ccc3c(c2)OCO3)c1C
-1.2,CCOC(=O)C1=C(N)Oc2ccc3ccccc3c2C1c1cccnc1 (stereo not drawn)
-1.2,O=C(C1CCN(S(=O)(=O)c2ccccc2)CC1)N1CCCCCC1
4.1,O=C(CNS(=O)(=O)c1cccs1)N1CCN(c2ncccn2)CC1
-2.2,COc1ccc(CC(=O)OCC(=O)Nc2ccc(N3CCOCC3)cc2)cc1
-2.7,Cc1c(C(=O)NCc2ccc([N+](=O)[O-])cc2)sc(=O)n1Cc1ccc2c(c1)OCO2

An excerpt of these results, in markdown.
| Molecule | TbREL1 primary |
| --- | --- |
| COc1cc(OC)c(S(=O)(=O)Nc2ccccc2NC(=O)CN2CCOCC2)cc1NC(C)=O | 3.1 |
| CCC(C)Nc1c([N+](=O)[O-])cc(C)cc1[N+](=O)[O-] (stereo not drawn) | -0.4 |
| CN1CCN(C(=O)c2cc(C(C)(C)C)cc(C(C)(C)C)c2)CC1 | 1.1 |
| Cc1cc(-n2c(C)cc(C(=O)COc3cc(F)ccc3[N+](=O)[O-])c2C)no1 | -4.8 |
| COc1ccc(C(CNC(=O)c2ccc(S(=O)(=O)Nc3ccc(F)cc3)cc2)N(C)C)cc1 (stereo not drawn) | -0.5 |
| Cc1ccc2nc(NC(=O)c3ccc(Cl)s3)sc2c1 | -0.5 |
| COc1cccc(CN(C)C(=O)Cc2c[nH]c3ccccc23)c1OC | -4.2 |
| COc1ccc(S(=O)(=O)NCC(c2ccc(C)cc2)N2CCN(C)CC2)cc1OC (stereo not drawn) | -0.4 |
| Cc1ccc(N2CC(C(=O)Nc3ccc4c(c3)OCO4)CC2=O)cc1 (stereo not drawn) | 5.4 |
| CCC1=C2CC[C@H]3C(=O)N(CC)C(=O)[C@H]3[C@H]2[C@@]2(Cc3ccccc3)C(=NCCOC)OC(=O)N2C1=O | 3.4 |
| O=C(OCc1cn([C@H]2C[C@H](c3ccc(Cl)cc3)N(C(=O)c3cccs3)C[C@@H]2O)nn1)c1ccccc1 | 3.6 |
| COc1ccc(-c2nnc(SCC(=O)Nc3cc(F)ccc3C)o2)cc1 | 0.0 |
| COc1ccccc1-n1c(C)nnc1SCC(=O)Nc1cc(C)cc(C)c1 | -1.0 |
| CCOC(=O)Cn1cnc([N+](=O)[O-])n1 | 2.1 |

Further results follow:
TbREL1 primary,mol
-1.2,Cn1c(-c2ccccc2)c(Sc2ccccc2)c2cc(-c3ccc4cc[nH]c4c3)ccc21
-4.4,Fc1ccc(/C=N/NC(=S)NCCc2ccccc2)cc1F
0.2,Nn1c(SCC(=O)NC2CCCc3ccccc32)nnc1C1CC1 (stereo not drawn)
-7.4,Cn1c(SCC(=O)NNC(=O)Cc2ccccc2)nnc1-c1ccc(Cl)cc1
5.1,COC(=O)c1c(O)c2c([nH]c1=O)CCCC2
4.5,CC(C)CCOC(=O)/C(=C/c1ccco1)NC(=O)/C=C/c1ccccc1
5.8,CC(C)(C)[C@H]1CCC(=O)N([C@H](CSc2ccccc2)Cc2ccccc2)CC1
-1.4,Cc1cc(C)c(NC(=O)CNC(=O)c2ccc3ncsc3c2)c(C)c1
4.7,Cc1ccccc1NC(=O)NC1(C(=O)N2CCC(O)CC2)CCCCC1
-1.8,Cc1ccc(S(=O)(=O)N(C)C)cc1NC(=S)Nc1cccc2ccccc12
0.8,O=C(NCc1ccccc1)C12CN(Cc3ccccc3)CC1C(c1ccc([N+](=O)[O-])cc1)=NO2 (stereo not drawn)
0.5,COc1ccc(-c2cc(C(=O)NCc3ccc(F)cc3)[nH]n2)c(C)c1
-2.2,Cc1cc(S(=O)(=O)Nc2ccc(C(=O)NCC3(N4CCCCC4)CCCCC3)cc2)ccc1F
-1.8,C[C@@H]1COc2cccc(N3CCN(Cc4ccccc4F)CC3)c2S(=O)(=O)N1
-2.4,Cc1sc2c(c1C)C(O)=C(C(=O)Nc1ccccc1)S(=O)(=O)N2C
-1.5,CCC(=O)N(Cc1c(C)nn(-c2ccccc2)c1Cl)c1ccc(Cl)cc1
0.4,O=C(CCc1nnc2ccc(NCc3ccco3)nn12)N1CCCCC1
0.9,CCn1c(=O)cc(SCC(=O)N2CCN(C3CCCCC3)CC2)c2ccccc21
-4.3,CNC(=S)N(CCc1c(C)[nH]c2ccc(C)cc12)Cc1ccco1
-0.7,CC(=O)c1cccc(NC(=O)/C(=C/c2ccncc2)NC(=O)c2ccccc2)c1

(list continues)
TbREL1 primary,mol
0.5,CCCCC(=O)N(C)c1c(C)nc2ccc(C(=O)NCCN(C)C)cn12
-0.3,CCOCCN(C=O)c1cccc(OC)c1
0.9,COc1cc(/C=N/NC(=O)c2cn(-c3cccc(C)n3)cn2)ccc1O
4.1,COc1cccc(CCC(=O)O)c1OC
1.4,CC(C)n1nnnc1C1c2ccccc2C(=O)N1Cc1ccco1 (stereo not drawn)
1.9,O=C(CN1C(=O)NC2(CCCCCC2)C1=O)N1CCCCC1
-0.8,O=C1CCC/C=C/C[C@H](CC(=O)N(CCO)Cc2ccccc2)C(=O)N[C@@H](Cc2ccccc2)CO1
-0.1,Cc1cccc(OCc2nc(C#N)c(N3CC(C)CC(C)C3)o2)c1 (stereo not drawn)
6.7,C/C(=N\NC(=O)Cc1c(F)cccc1Cl)c1cccnc1
-2.5,O=CN1CCN(C(=O)C2CCN(c3ncnc4c3sc3cccc(F)c34)CC2)CC1
0.0,CCOc1ccc(C2C3=C(Nc4nc(N)[nH]c(=O)c42)c2ccccc2C3=O)cc1 (stereo not drawn)
-0.5,Cc1ccc([C@@H]2[C@@H]3C(=O)N(C)C(=O)[C@@H]3[C@@H]3C(=O)Nc4ccccc4C(=O)N23)cc1
8.8,CCOc1ccc(-n2c(=O)[nH]c3sc4c(c3c2=O)CCCC4)cc1
7.0,CCOC1=CC2=C(C(=O)C(Cl)=CC2=O)[C@@H]2CN(S(=O)(=O)c3ccc(C)cc3)[C@@H](c3ccccc3)[C@H]12
-5.7,CC(=O)Nc1ccc(C(=O)NCC2(N3CCCCC3)CCCCC2)cc1
-0.4,Cc1cc(N2CCOCC2)c2c(N)c(C)cc(C)c2n1
-0.9,O=C(NCC1CCCO1)c1ccccc1-c1nc(-c2ccccc2Cl)no1 (stereo not drawn)
-0.9,COc1ccc(/C=C2/CCc3ccccc3C2=O)cc1OC
4.6,O=C(Nc1cc(C(F)(F)F)ccc1N1CCCCC1)c1ccc(Br)o1
-0.1,O=C(NCC1CCCN(C(=O)CN2CCCCC2)C1)c1ccccc1Cl (stereo not drawn)

(cont.)
TbREL1 primary,mol
4.6,Cc1ccccc1-c1nnc(SCc2ccccc2)o1
6.9,CC(C)c1ccc(OCc2ccc(C(=O)N3CCN(c4ccccn4)CC3)cc2)cc1
-1.0,CCOC(=O)c1cnc(SCC(=O)N2CCN(C(=O)c3ccco3)CC2)nc1N
-2.2,Cc1ccc(C)c(S(=O)(=O)N2CCN(CC(=O)N3CCc4ccccc4C3)CC2)c1
2.6,COc1ccccc1OCCNC(=O)CC(NC(C)=O)c1ccccc1 (stereo not drawn)
-3.2,COc1ccc(C(=O)/C=C/Nc2ccccn2)c(OC)c1
-1.1,COc1ccc(NC(=O)C#Cc2ccccc2)cc1
4.9,COC(=O)C[C@H]1c2ccccc2S(=O)(=O)N1c1cccc(OC)c1
-0.4,COc1cc(C=NNC(=O)CN2CCN(Cc3ccc(C)cc3)CC2)cc(OC)c1O
1.7,N#Cc1ccc(C(=O)Nc2cccc(S(=O)(=O)NC3=NCCC3)c2)cc1
-7.3,CCOc1ccc(NC(=O)N(CCC(C)C)C2CCN(C(C)=O)CC2)cc1
-1.1,CCOc1cc(/C=C2\C(=N)N3N=C(C)SC3=NC2=O)ccc1OCCOc1cccc(OC)c1
-1.2,Fc1ccc(-c2cc(C(F)(F)F)nc(-n3cccn3)n2)cc1
1.3,Cc1ccc2nc(N3C(=O)C(O)=C(C(=O)c4ccc(C)o4)C3c3ccc(O)cc3)sc2c1 (stereo not drawn)
0.4,CCOc1ccc(N(CC(=O)NC2CCCCC2)C(=O)CSc2nnc(COc3ccccc3)o2)cc1
-1.9,Cc1cc(C)cc(NC(=O)N2C3CCCC2CC(NC(=O)C2CC2)C3)c1 (stereo not drawn)
-2.0,C=CCOc1ccc(CN(C)CC(=O)Nc2ccccc2[N+](=O)[O-])cc1
-5.8,COc1ccc(-n2c(CNC(=O)COc3ccccc3)n[nH]c2=S)cc1
3.5,COc1ccc(CN(C2CCCC2)S(=O)(=O)c2ccc(-n3cnnn3)cc2)cc1OC
0.5,Cc1cc(CN(C)C(=O)CC2C(=O)NCCN2Cc2c(F)cccc2Cl)on1 (stereo not drawn)

Compound activity from PubChem BioAssay.
